EPAC1 agonist: activates human EPAC1 exchange factor; AID 720707; 0.073% of 360,000 active; EPAC1 agonist qHTS, biochemical assay; response scale: 100% = response to 6.5 mM cAMP; Potency, µM (series often up to 154 µM), inactives show at the top dose activation, usual class: activators; note: potency is the fitted concentration of half-maximal effect; nearly all actives have a fitted effect of over 60% in size
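Nucleotide exchange by EPAC1 (100 nM) on Rap1B–BODIPY-GDP (250 nM) in the presence of 50 uM GDP is tracked fluorescently at 480/540 nm over 30 min. Signals are normalized to a 6.5 mM cAMP control.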
IL-2 act: IL-2 activation | IL-2 activation reporter assay, cell-based qHTS; stimulated with anti-CD3/CD4/CD28 beads; in transgenic mouse T cells | activation, % (series mostly up to about 46 µM) | 0.065% of 360,000 active | AID 652025; in the data active = activation above about 50%; inconclusive = mostly about 30% to 49%; note: 0% is about no effect
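Unstimulated transgenic mouse T cells preincubated 60 min with compound, then stimulated with anti-CD3/anti-CD4-coated beads plus anti-CD28 for 18 h at 37 degrees C. IL-2 response read as EGFP and DsRed fluorescence by plate cytometry.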
CCT chaperon mod: cytosolic chaperonin activity modulation | purified chaperonin ATPase assay, HTRF ADP detection, 30 min | AID 651819 | 0.3% of 360,000 active | activity change, % (concentration not given with the values), hits read low; in the data active = activity change below about -30%; note: % is set by controls: 0 for no effect and ±100 for the full control effect
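ATPase activity: ADP formed was measured by HTRF Transcreener (665/615 nm ratio) after 30 min at 37 deg C with 10 uM ATP. Compounds screened at one 76 uM concentration against 40 or 20 nM TRiC in Tris pH 7.4/KCl/MgCl2/DTT buffer.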
PI5P4K alpha inh: PI5P4K alpha (human) kinase inhibition. max response, %. PI5P4Kalpha enzyme, ADP-Glo luminescence, 60 min; hits give low values. 1.2% of 330,000 active. P48426; active = max response of -50% or lower; inconclusive = between -30% and -50%; inactive = -30% or higher; note: value at the top dose of about 77 µM; % is set by controls: 0 for no effect and ±100 for the full control effect
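Quantitative HTS of the MLSMR library against PI5P4Kalpha with substrate. ATP added last at 5 microM final; room temperature, 60 minutes. Remaining ATP depleted, ADP converted and read as luminescence.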
WRN inhibitor: inhibitors of human WRN helicase. WRN helicase unwinding, fluorescent forked duplex, kinetic. Q14191. Potency, µM (top dose mostly 114 µM), without a hit: at the top dose activity change, negative = inhibition, usual class: inhibitors. AID 651768. 0.46% of 360,000 active; note: potency is the fitted concentration of half-maximal effect; % is set by controls: 0 for no effect and ±100 for the full control effect; nearly all actives have a fitted effect of over 55% in size
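WRN at 20 nM final was preincubated with compound for 15 min at room temperature; reaction started with 100 nM forked duplex oligonucleotide carrying fluorophore and quencher plus 2 mM ATP (final). Unwinding followed kinetically by red fluorescence (ex 525/em 598 nm).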
EPAC2 ag: EPAC2 (human) agonism. Q8WZA2. EPAC2 activation, biochemical qHTS; response scale: 100% = 6.5 mM cAMP response. Potency, µM (series often up to 154 µM), for the others: top-dose activation, hits mostly activators. 0.079% of 360,000 active; note: potency is the fitted concentration of half-maximal effect; nearly all actives have a fitted effect of over 50% in size
Target sequence (Q8WZA2 whole entry, looked up): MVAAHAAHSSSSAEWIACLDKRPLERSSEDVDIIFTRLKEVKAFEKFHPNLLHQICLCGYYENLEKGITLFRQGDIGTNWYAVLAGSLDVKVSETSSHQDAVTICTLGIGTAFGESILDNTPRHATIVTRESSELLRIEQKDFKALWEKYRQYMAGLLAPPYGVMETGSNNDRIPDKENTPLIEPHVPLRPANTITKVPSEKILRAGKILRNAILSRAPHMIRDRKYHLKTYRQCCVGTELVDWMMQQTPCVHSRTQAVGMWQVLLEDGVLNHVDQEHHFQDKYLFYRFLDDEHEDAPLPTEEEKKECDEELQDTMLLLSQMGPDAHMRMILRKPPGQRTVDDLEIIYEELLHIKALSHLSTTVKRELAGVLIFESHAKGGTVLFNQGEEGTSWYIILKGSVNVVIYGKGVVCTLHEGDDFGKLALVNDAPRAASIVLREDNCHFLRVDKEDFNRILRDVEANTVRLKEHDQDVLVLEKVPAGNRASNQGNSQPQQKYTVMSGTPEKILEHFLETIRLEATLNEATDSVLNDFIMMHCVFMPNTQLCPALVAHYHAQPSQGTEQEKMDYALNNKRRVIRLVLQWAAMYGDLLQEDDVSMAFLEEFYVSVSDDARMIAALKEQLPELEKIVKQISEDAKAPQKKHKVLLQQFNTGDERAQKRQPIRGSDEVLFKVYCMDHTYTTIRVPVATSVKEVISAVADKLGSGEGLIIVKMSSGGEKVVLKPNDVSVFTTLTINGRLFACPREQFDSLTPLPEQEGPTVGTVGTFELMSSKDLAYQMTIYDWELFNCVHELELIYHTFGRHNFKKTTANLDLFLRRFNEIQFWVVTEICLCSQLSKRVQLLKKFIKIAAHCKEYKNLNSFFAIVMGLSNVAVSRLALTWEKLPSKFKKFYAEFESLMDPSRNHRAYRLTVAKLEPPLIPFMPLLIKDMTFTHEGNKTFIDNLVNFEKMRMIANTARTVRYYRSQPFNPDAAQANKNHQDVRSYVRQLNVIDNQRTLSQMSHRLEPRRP
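Exchange assay: 100 nM EPAC2 with 250 nM Rap1B-BODIPY-GDP and 50 uM GDP. Fluorescence (ex 480/em 540 nm) read every 5 min for 30 min at room temperature. Data normalized to 6.5 mM cAMP as agonist control.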
PLK1 PBD block: blocks phosphopeptide binding to human PLK1 polo-box domain. Plk1 PBD binding of FITC phosphopeptide, fluorescence polarization. AID 720504. Potency, µM, for the others: max response, negative = inhibition, usual class: inhibitors. 2.8% of 360,000 active; note: potency is the fitted concentration of half-maximal effect; series mostly up to about 57 µM; % is set by controls: 0 for no effect and ±100 for the full control effect; nearly all actives have a fitted effect of over 65% in size
EPAC1 antagonist: antagonists of human EPAC1; EPAC1 GEF assay, Rap1b-BODIPY-GDP exchange fluorescence; AID 720709; 0.14% of 360,000 active; Potency, µM (highest dose often 115 µM), for the others: at the highest dose activity change, negative = inhibition, most hits filed as inhibitors;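 note: potency is the fitted concentration of half-maximal effect; plate controls were vehicle for no effect and positive control for full effect; nearly all actives have a fitted effect of over 50% in size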
Numbers without * were called inactive; ? = inconclusive; / = not tested or not shown; [ ] = dose if it differs, or a comment. Unless noted, calls come from the whole dose curve; as a rule, active = well fitted curve in the direction sought with a large enough effect; inconclusive = small, poorly fitted or top-dose-only effect, or another doubt; inactive = no such curve, though single readings can be large; an effect the other way counts as inactive or inconclusive. Not all compounds are listed; count on the stated rates, not on these rows.

smiles	PLK1 PBD block	EPAC2 ag	CCT chaperon mod	EPAC1 antagonist	EPAC1 agonist	WRN inhibitor	PI5P4K alpha inh	IL-2 act
O=[N+]([O-])c1cccc(C(=Nc2ccccc2)NO)c1	0%	-16%	-0.4	2%	-18%	-4%[57.1 µM]	3	-1.3
COC(=O)c1ccc(N(C(=O)CNC(=O)c2ccco2)C(C(=O)NCC2CCCO2)c2ccc(OC)c(OC)c2)cc1 (stereo not given)	-7%	2%	-0.9	-5%	2%	-3%	-7	-0.2
CSc1ccc(/C=N/n2c(C3CCCCC3)n[nH]c2=S)cc1	-26%	30%	-1.1	-16%	12%	-8%	3	-1.0
Cc1onc(-c2c(F)cccc2Cl)c1C(=O)OCc1cnc(Cl)s1	2%	9%	-3.3	-1%	15%	3%	2	0.1
O=C(CNC(=O)c1ccc(Cl)cc1Cl)OC1CCCCC1=O (stereo not given)	-7%	-8%	0.2	-17%	-6%	-25%	3	-0.3
S=C(NCc1ccccc1)N1CCc2ccccc2C1	-6%	14%	-5.3	-28%	-4%	-5%	-93*	-3.6
O=C(/C=C\NCC(=O)c1ccccc1)c1ccc2ccccc2c1	-24%	19%	-0.7	1%	-2%	-20%	?	-2.1
O=C(Nc1cccc(C(=O)NC2CC2)c1)c1ccccc1	7%	6%	-4.2	-5%	18%	-6%	-8	0.8
CN1CCN(CC(O)COC(c2ccccc2)c2ccccc2)CC1 (stereo not given)	-10%	-1%	1.3	-10%	9%	-16%	5	1.9
COc1ccccc1-c1cc(C(=O)Nc2c(F)cc(F)cc2Br)no1	-6%	17%	-2.4	-4%	19%	-14%	/	-1.1
Cc1ccc(C(=O)OCC(=O)Nc2ccc3[nH]c(=O)[nH]c3c2)o1	-7%	-4%	0.9	5%	1%	-3%	0	1.7
CC(C)Oc1cccc(C(=O)C2CCCN(C(=O)c3csnn3)C2)c1 (stereo not given)	-9%	6%	-3.5	-6%	-3%	9%	7	2.1
COc1cc(OC)cc(C(=O)NNC(=O)CN2C(=O)NC3(CCCC3)C2=O)c1	-1%	-2%	-2.7	-8%	5%	-1%	1	0.7
Cc1ccc(N2C(=O)c3ccccc3C2C(=O)c2ccc(O)cc2O)cc1 (stereo not given)	-8%	2%	2.4	?	-8%	?	-66*	4.2
COc1cccc(C(=O)C2CCCN(Cc3cccc(-n4cccn4)c3)C2)c1 (stereo not given)	-6%	7%	-1.9	-16%	19%	-4%	-3	-5.8
COc1cc(NC(=O)c2ccc(OC)c([N+](=O)[O-])c2)ccc1NC(=O)c1ccco1	-18%	7%	-1.8	-14%	6%	5%	-8	-0.3
CCOc1ccc(C(=O)NCC(=O)OCc2c(F)cccc2Cl)cc1	-2%	7%	-0.1	-13%	-1%	7%	0	0.7
Cc1ccc(F)cc1NC(=O)COC(=O)C1CC2CCCC(C1)C2=O (stereo not given)	-7%	16%	1.6	-4%	3%	24%	-2	-2.6
COc1ccc(C(=O)NC(=S)N2CCCCC2)cc1[N+](=O)[O-]	-14%	2%	-0.7	-7%	-3%	-18%	4	0.7
CCOc1ccc(CCNC(=O)C2CCCN2C(=O)OCc2ccccc2)cc1OCC (stereo not given)	-13%	18%	1.1	-28%	-1%	9%	7	0.5
COc1cc(C(c2c(NC(=O)c3ccco3)sc(C)c2C)N2CCOCC2)cc(OC)c1OC (stereo not given)	-2%	-8%	-2.1	-11%	5%	-21%	8	-4.7
Cc1nc2ccc(S(=O)(=O)N(C)CC(=O)N3CCc4ccccc4C3)cc2s1	-16%	-1%	-2.8	-2%	0%	-9%	-2	-0.1
Cc1cccc(C(=S)N2CCOCC2)n1	-9%	13%	-1.3	7%	2%	9%	-1	-0.5
C[C@@]12C(=O)N(Cc3ccccc3)CC(=O)N1[C@H]1c3ccccc3OC[C@@H]1[C@@H]2c1ccccc1	3%	8%	0.1	1%	4%	-4%	3	-1.0
CC1CCCN(C(=S)Nc2ccc3nc4n(c(=O)c3c2)CCCCC4)C1 (stereo not given)	-3%	3%	1.6	6%	-2%	4%	0	-0.2
Cc1cccn2c(=O)c3cc(C(=O)NCCCOC(C)C)sc3nc12	-20%	4%	-2.3	-1%	4%	18%	-8	-0.2
COc1cc(C2C(C#N)=C(N)Oc3cc(N)ccc32)cc(OC)c1OC (stereo not given)	-3%	3%	-1.2	-3%	6%	-12%	-7	0.4
CC(C)(C)C(=O)N1CCN(c2ccc([N+](=O)[O-])c(NCc3cccnc3)c2)CC1	-3%	6%	0.7	0%	-1%	2%	0	-4.4
On1nnc2ccccc21	-16%	-5%	-0.7	5%	7%	-2%	-2	-1.4
O=[N+]([O-])c1ncccc1OCc1ccc(Cl)c(Cl)c1	-5%	13%	-0.7	-8%	7%	-8%	3	-0.4
COc1cc(/C=C/C(=O)O)cc(S(=O)(=O)Nc2ccccc2Oc2ccccc2)c1OC	-6%	6%	-0.1	14%	7%	-1%	1	-0.1
Cc1ccccc1NC(=O)CON=C(N)c1ccccc1	-7%	10%	-2.3	10%	17%	-2%	3	1.0
COc1ccc(Cl)cc1NC(=O)Nc1ccccc1C(N)=O	-2%	0%	-1.1	2%	-1%	2%	2	0.8
O=C(NN=c1c(=O)c2ccccc2c1=O)c1ccccc1	-29%	12%	-3.1	4%	4%	-6%	/	0.5
O=C(/C=C/c1ccc(NC(=O)c2ccccc2-c2ccccc2C(=O)O)cc1)c1ccccc1	-16%	-3%	-10	?	-1%	?	-18	-0.4
Cc1noc(C)c1COc1ccccc1C(=O)N1CCN(S(=O)(=O)c2ccccc2C#N)CC1	-9%	1%	-1.9	1%	8%	-2%	-3	0.6
O=c1[nH]c(CN2CCCCC2)nc2c1C1(CCCCC1)Cc1ccccc1-2	-1%	0%	2.3	-2%	-7%	0%	-1	0.2
Cc1cccc(NC(=O)C(=O)NNC(=O)c2ccc(C(C)(C)C)cc2)c1	-4%	-10%	1.9	?	-19%	6%	3	0.6
ClC1(Cl)CC1CSc1nc2ccccc2[nH]1 (stereo not given)	-8%	17%	0.6	-4%	5%	-6%	-7	-0.7
CC(=O)c1c(C)[nH]c(C(=O)Nc2cc(S(=O)(=O)N3CCCCC3)ccc2C)c1C	4%	-10%	0.8	14%	-12%	-5%	-1	1.4
CC(C)(C)c1ccc(S(=O)(=O)N2CCNC(=O)C2)cc1	-1%	1%	0.5	4%	-2%	9%	3	1.0
COc1ccc(NC(=O)CCN2CC(C)OC(C)C2)c(OC)c1 (stereo not given)	-4%	11%	0.0	9%	3%	-4%[57.1 µM]	/	3.6
COCCN1Cc2cccc(C(=O)Nc3ccc(-c4nc5ccccc5[nH]4)cc3)c2C1=O	-12%	0%	-1.7	-15%	8%	8%	2	-0.3
CN1CCN(C(=O)c2ccccc2NC(=O)c2cccc(Cl)c2)CC1	-1%	-1%	-1.8	-8%	1%	-3%	1	-3.7
Cc1nc(N)nc(Nc2ccc(Cl)cc2)c1Br	-7%	8%	-2.8	-3%	7%	5%	/	0.7
C[C@H](CO)N1C[C@H](C)[C@@H](CN(C)S(C)(=O)=O)Oc2c(NC(=O)Nc3ccc4c(c3)OCO4)cccc2C1=O	-14%	6%	-1.7	1%	-11%	-1%	4	0.7
COc1ccc(C(=O)N2CCN(c3ccccc3)CC2)cc1S(=O)(=O)N1CCOCC1	-7%	5%	-1.8	-8%	-13%	-4%	5	-0.1
O=C(C(=O)N1CC=C(c2ccccc2)CC1)c1c[nH]c2ccccc12	-14%	10%	-5.0	-8%	12%	-13%	17	1.2
O=C1C2ON(c3ccccc3)C(c3ccncc3)C2C(=O)N1c1ccccc1 (stereo not given)	0%	0%	-1.6	-2%	-5%	4%	0	0.8
Cn1ncc(Br)c1C(=O)NCc1cccs1	-1%	-2%	-3.0	0%	-4%	3%	/	-2.5

Record cards, as listed above:
Cc1nc(N)nc(Nc2ccc(Cl)cc2)c1Br as listed: PLK1 PBD block: -7%; EPAC2 ag: 8%; CCT chaperon mod: -2.8; EPAC1 antagonist: -3%; EPAC1 agonist: 7%; WRN inhibitor: 5%; PI5P4K alpha inh: /; IL-2 act: 0.7
Cc1cccn2c(=O)c3cc(C(=O)NCCCOC(C)C)sc3nc12 as listed: PLK1 PBD block: -20%; EPAC2 ag: 4%; CCT chaperon mod: -2.3; EPAC1 antagonist: -1%; EPAC1 agonist: 4%; WRN inhibitor: 18%; PI5P4K alpha inh: -8; IL-2 act: -0.2

Additional records:
smiles	PLK1 PBD block	EPAC2 ag	CCT chaperon mod	EPAC1 antagonist	EPAC1 agonist	WRN inhibitor	PI5P4K alpha inh	IL-2 act
CCOC(=O)C1=C(N)OC2=C(C(=O)CC(C)(C)C2)C1c1ccc(CC)s1 (stereo not given)	-12%	5%	0.7	-20%	-2%	-2%	-10	-0.5
O=C1OCC(c2ccccc2)=C1c1ccc(S(=O)(=O)N2CCOCC2)s1	-19%	2%	-0.8	-3%	-1%	-24%	-24	-0.3
CC(C(O)c1cc(=O)c(OCc2ccccc2)co1)[N+](=O)[O-] (stereo not given)	-10%	9%	2.0	-4%	4%	0%	-4	0.7
COc1ccc(C(=O)NCCNc2nc3c(C)cccc3cc2C#N)cc1OC	-3%	4%	0.9	-4%	17%	-2%	-4	0.0
Cc1ccc(Nc2n[nH]c(C)c2[N+](=O)[O-])cc1	-7%	-2%	-0.2	-18%	-3%	-2%	-3	-2.2
Cc1nc2cc(N3CCN(C)CC3)c(NC(=O)Cc3ccccc3)cc2c(=O)n1Cc1ccccc1	-2%	5%	-2.9	-12%	6%	-15%	9	-0.9
O=C(CCCOc1ccccc1)Nc1cccc([N+](=O)[O-])c1	-4%	12%	-0.5	-4%	3%	-6%	0	1.2
COCCNC(=O)CCc1c(C)nc2nc(-c3cc(OC)cc(OC)c3)nn2c1C	-6%	0%	3.1	-4%	5%	1%	9	-0.2
CCCN(CCC)CCCNC(=O)c1cn(CCOC)c(=O)c2c1c1ccccc1n2C	-6%	-6%	-25	4%	-4%	3%	/	-2.2
Cc1cccc(/C(N)=N/OC(=O)c2ccc(Cl)cc2Cl)c1	2%	10%	-2.6	-20%	4%	-6%	2	-3.4
O=C(OCC(=O)N1CCN(C(=O)c2ccco2)CC1)c1cc(-c2ccc(Cl)c(Cl)c2Cl)nc2ccccc12	-17%	-3%	-0.1	-15%	10%	?	-3	0.1
